U2OS ROS induce = inducers of reactive oxygen species in cancer cells. U2OS ROS induction, H2DCF-DA fluorescence. ROS induction (% of piperlongumine), % at 10 µM. 2% of 46,000 active. AID 624156; in the data active = ROS induction above about 79%, passing the limit was not always enough; inconclusive = no clear call, values can overlap the other calls;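 also: 0% = DMSO vehicle median and 100% = reference compound median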
Numbers without * were called inactive; ? = inconclusive.

SMILES | U2OS ROS induce
C[C@@H]1CN([C@@H](C)CO)C(=O)c2cccc(NS(=O)(=O)c3ccc(Cl)cc3)c2O[C@H]1CN(C)S(=O)(=O)c1cn(C)cn1 | -8
COC(=O)CC1C(=O)NCCN1C(=O)OC(C)(C)C (centres undefined) | -3
C[C@H]1CN([C@@H](C)CO)C(=O)Cc2cc(NC(=O)Cn3cnnn3)ccc2O[C@@H]1CN(C)S(=O)(=O)c1ccccc1 | 4
Cc1noc(C)c1S(=O)(=O)N(C)C[C@@H]1Oc2ccc(NS(=O)(=O)c3ccccc3)cc2C(=O)N([C@@H](C)CO)C[C@@H]1C | 4
C[C@@H]1CN([C@@H](C)CO)C(=O)Cc2cc(NS(=O)(=O)c3ccc(F)cc3)ccc2O[C@@H]1CN(C)Cc1ccc(C(=O)O)cc1 | 9
O=C(Nc1ccc(Cl)cc1)c1ccc(CSc2ncccn2)cc1 | 12
Cc1noc(C)c1S(=O)(=O)Nc1ccc2c(c1)C(=O)N([C@@H](C)CO)C[C@H](C)[C@@H](CN(C)S(C)(=O)=O)O2 | -2
C[C@@H]1CN([C@@H](C)CO)C(=O)c2cc(NC(=O)Cn3cnnn3)ccc2O[C@@H]1CN(C)CC1CCCCC1 | -3
C[C@@H]1CN([C@H](C)CO)C(=O)CCCn2nncc2CO[C@H]1CN(C)S(=O)(=O)c1ccc2c(c1)OCCCO2 | -6
Cc1sc2nc(SCCC(C)C)nc(N)c2c1C | 0

A draw from above in order of molar mass, descending:
SMILES | U2OS ROS induce
C[C@@H]1CN([C@@H](C)CO)C(=O)c2cccc(NS(=O)(=O)c3ccc(Cl)cc3)c2O[C@H]1CN(C)S(=O)(=O)c1cn(C)cn1 | -8
Cc1noc(C)c1S(=O)(=O)N(C)C[C@@H]1Oc2ccc(NS(=O)(=O)c3ccccc3)cc2C(=O)N([C@@H](C)CO)C[C@@H]1C | 4
Cc1sc2nc(SCCC(C)C)nc(N)c2c1C | 0

The listing continues:
SMILES | U2OS ROS induce
Cc1cc(C)n2nc(NCc3cccc([N+](=O)[O-])c3)nc2n1 | -11
O=C(NCc1ccc(F)cc1)[C@H]1C[C@H]2C(=O)NCC(=O)N2[C@H]1c1cccc(OCCO)c1 | 18
C[C@@H]1CCCCO[C@@H](CN(C)C)[C@@H](C)CN([C@H](C)CO)C(=O)c2cc(N(C)C)ccc2O1 | 1
COc1ccc(NC(=O)N(C)C[C@@H]2Oc3ccc(NC(=O)Cc4cn(C)c5ccccc45)cc3CC(=O)N([C@H](C)CO)C[C@@H]2C)cc1 | 1
C=CC1CCC(O)C(N(C)C(=S)Nc2ccccc2)C1 (centres undefined) | 5
Cc1cc(-c2nnc(-c3cccc(C(F)(F)F)c3)o2)no1 | -12
CC(C)Nc1nc(-c2cccs2)cc(C(F)(F)F)c1C#N | -10
C(=N/n1cnnc1)/c1cccc2c1OCCCO2 | 12
Cc1nc2ccccc2nc1CSc1nc2ccccc2s1 | -9
CCOC(=O)COc1c(C#N)sc2c1c(=O)n(-c1ccccc1)c(=S)n2-c1ccccc1 | 64
C[C@H](CO)N1C[C@H](C)[C@H](CN(C)Cc2ccc(Cl)c(Cl)c2)Oc2ccc(NC(=O)c3ccncc3)cc2C1=O | 21
COC(=O)c1cc(NC(=O)Cc2ccccc2[N+](=O)[O-])ccc1Cl | -10
C[C@H](CO)N1C[C@H](C)[C@H](CN(C)Cc2ccc(C(F)(F)F)cc2)Oc2ccc(NC(=O)c3ccncc3)cc2C1=O | 32
C[C@@H]1CN([C@H](C)CO)C(=O)Cc2cc(NC(=O)Nc3cccc4ccccc34)ccc2O[C@@H]1CN(C)S(=O)(=O)c1ccc(Cl)cc1 | 9
CC(=O)c1cccc(NC(=O)C(C)N2C(=O)C3C4C=CC(C5CC45)C3C2=O)c1 (centres undefined) | -22
CC(=O)SCC(Cc1ccccc1)C(=O)NCC(=O)OCc1ccccc1 (centres undefined) | 5
C[C@H]1CN([C@@H](C)CO)C(=O)CCCn2nncc2CO[C@@H]1CN(C)C(=O)CCCN(C)C | 30
Cc1nc(SCC(=O)Nc2ccc(Br)cc2)n[nH]1 | -13
C[C@@H]1CN([C@H](C)CO)C(=O)c2cc(NS(=O)(=O)c3cn(C)cn3)ccc2O[C@H]1CN(C)Cc1ccc(C(F)(F)F)cc1 | 0
COc1ccc(C=NCc2ccc(OC)c(OC)c2)cc1OC | 12
C[C@@H]1CN([C@@H](C)CO)C(=O)Cc2cc(NC(=O)Nc3ccc4c(c3)OCO4)ccc2O[C@@H]1CN(C)C(=O)Nc1ccccc1 | 11
C[C@@H]1CN([C@H](C)CO)C(=O)c2cccc(NC(=O)C3CCOCC3)c2O[C@@H]1CN(C)C(=O)Nc1ccc(C(F)(F)F)cc1 | 2
NC(=O)C1CCN(C(=O)CSc2ncccn2)CC1 | -5
O=C(NC1CCCCCCC1)c1cccn2c(=O)c3cc(Br)ccc3nc12 | -1
CC(C)c1ccc(Nc2nnns2)cc1 | 71
CC(C)NC(=O)N(C)C[C@@H]1Oc2ncc(-c3ccccc3)cc2C(=O)N([C@H](C)CO)C[C@@H]1C | -7
C[C@H]1CN([C@@H](C)CO)C(=O)c2cccc(NS(=O)(=O)c3cccs3)c2O[C@H]1CN(C)CC1CCCCC1 | -9
COc1ccc(-c2nsc(SCC(=O)c3ccc(Cl)cc3)n2)cc1 | -6
C[C@@H]1CN([C@H](C)CO)C(=O)c2cc(NC(=O)NC3CCCCC3)ccc2O[C@@H]1CN(C)C(=O)Nc1ccc(F)cc1 | -5
C[C@H]1CN([C@@H](C)CO)C(=O)Cc2cc(NS(=O)(=O)c3ccccc3)ccc2O[C@H]1CN(C)S(=O)(=O)c1cccs1 | 0

The final 2 entries of the section above open the next one:
SMILES | U2OS ROS induce
C[C@@H]1CN([C@H](C)CO)C(=O)c2cc(NC(=O)NC3CCCCC3)ccc2O[C@@H]1CN(C)C(=O)Nc1ccc(F)cc1 | -5
C[C@H]1CN([C@@H](C)CO)C(=O)Cc2cc(NS(=O)(=O)c3ccccc3)ccc2O[C@H]1CN(C)S(=O)(=O)c1cccs1 | 0
C[C@H](CO)N1C[C@H](C)[C@@H](CN(C)S(=O)(=O)c2ccc(F)cc2)Oc2ccc(NC(=O)Nc3ccc(F)cc3)cc2C1=O | 5
CCC(CC)C(=O)N1c2ccccc2CCc2ccccc21 | -4
C[C@H](CO)N1C[C@H](C)[C@@H](CN(C)Cc2ccc3c(c2)OCO3)Oc2ccc(NS(=O)(=O)c3ccc(F)cc3)cc2C1=O | 8
CCOc1ccc(NC(=O)C(C)Sc2nnc(C)n2-c2ccccc2)cc1 (centres undefined) | -3
Cc1noc(C)c1NC(=O)Nc1ccc2c(c1)C(=O)N([C@@H](C)CO)C[C@@H](C)[C@@H](CN(C)C(=O)Nc1cccc3ccccc13)O2 | 64
CC(C)Oc1ccc(CNCCC(c2ccccc2)c2ccco2)cc1 (centres undefined) | 14
C[C@@H]1CN([C@H](C)CO)C(=O)c2cccc(NC(=O)Nc3ccc(C(F)(F)F)cc3)c2O[C@H]1CN(C)C | 14
O=C1c2ccccc2C(=O)N1CC1COc2ccccc2O1 (centres undefined) | 33
COC(=O)CCC(=O)NC(=S)Nc1ccccc1F | -3
c1ccc(-n2c(SCc3nc4ccccc4s3)nnc2-c2cccs2)cc1 | 8

Six entries from above, as tab-separated lines.
SMILES	U2OS ROS induce
CCC(CC)C(=O)N1c2ccccc2CCc2ccccc21	-4
C[C@H](CO)N1C[C@H](C)[C@@H](CN(C)Cc2ccc3c(c2)OCO3)Oc2ccc(NS(=O)(=O)c3ccc(F)cc3)cc2C1=O	8
CCOc1ccc(NC(=O)C(C)Sc2nnc(C)n2-c2ccccc2)cc1 (centres undefined)	-3
Cc1noc(C)c1NC(=O)Nc1ccc2c(c1)C(=O)N([C@@H](C)CO)C[C@@H](C)[C@@H](CN(C)C(=O)Nc1cccc3ccccc13)O2	64
CC(C)Oc1ccc(CNCCC(c2ccccc2)c2ccco2)cc1 (centres undefined)	14
C[C@@H]1CN([C@H](C)CO)C(=O)c2cccc(NC(=O)Nc3ccc(C(F)(F)F)cc3)c2O[C@H]1CN(C)C	14

(next part)
SMILES | U2OS ROS induce
CC(=O)O[C@@H]1c2c(ccc3ccc(=O)oc23)OC(C)(C)[C@@H]1OC(=O)C=C(C)C | 3
O=C(CSc1ncnc2sc3c(c12)CCCCC3)NCc1ccco1 | -8
Cc1sc2ncn(CC(=O)NCc3ccco3)c(=O)c2c1-c1ccc(Cl)cc1 | 6
C[C@@H]1CN([C@@H](C)CO)C(=O)Cc2cc(NC(=O)c3ccncc3)ccc2O[C@@H]1CN(C)C(=O)Nc1ccc(C(F)(F)F)cc1 | 6
CC(=O)O[C@@H]1[C@@H](O)C[C@@]2(C)C(CC[C@@H](C)C23Cc2c(O)cc4c(c2O3)CN([C@@H](CCC(=O)O)C(=O)O)C4=O)C1(C)C (some centres undefined) | 13
COC(=O)c1nn(-c2ccccc2)c(=O)c2c(N)sc(C)c12 | 1
O=C(CC1SC2=NCCN2C1=O)Nc1ccccc1 (centres undefined) | -6
Cc1ccccc1CN(C)C[C@@H]1OCc2cnnn2CCCC(=O)N([C@H](C)CO)C[C@@H]1C | 5
COc1cccn(Cc2nnc(SCC(=O)c3ccccc3)o2)c1=O | -14
Cc1nc(SCCC(=O)O)c2oc3ccccc3c2n1 | 35
COC(=O)c1ccc(Cl)c(NC(=O)CSc2nc3c(c(C(F)(F)F)n2)CCCC3)c1 | 2
C[C@@H]1CN([C@@H](C)CO)C(=O)c2cccc(NC(=O)c3nc4ccccc4s3)c2O[C@@H]1CN(C)Cc1ccc(Oc2ccccc2)cc1 | 25
COc1ccc(S(=O)(=O)N(C)CC(=O)Nc2cc([N+](=O)[O-])ccc2C)cc1 | 9
CN1CCN(C2=Nc3ccccc3Oc3ccc(Cl)cc32)CC1 | 43
C[C@H]1CN([C@@H](C)CO)C(=O)Cc2cc(N(C)C)ccc2O[C@H]1CN(C)S(=O)(=O)c1cn(C)cn1 | 23
COc1ccc(C(=O)CSc2nnc(-c3ccc([N+](=O)[O-])cc3)o2)cc1 | -6
C[C@@H]1CN([C@H](C)CO)C(=O)c2cc(NC(=O)CCCCCC(=O)Nc3ccccc3N)ccc2O[C@H]1CN(C)S(=O)(=O)c1ccc(Cl)cc1 | 4
C[C@@H]1CN([C@@H](C)CO)C(=O)Cc2cc(NC(=O)Nc3ccccc3)ccc2O[C@@H]1CN(C)CC1CCCCC1 | 95*
CC(C)N(CCC#N)C(=O)Nc1ccccc1 | -3
CCCCn1nnc2c(=O)oc3ccccc3c21 | 187*
Cc1ccc(C(=O)Nc2ccc(CN3CCS(=O)(=O)CC3)cc2)cc1C | -10
C[C@@H]1CN([C@@H](C)CO)C(=O)c2cccc(NC(=O)Nc3ccccc3)c2O[C@H]1CN(C)S(C)(=O)=O | 91*
C[C@@H]1CN([C@H](C)CO)C(=O)c2cccc(NC(=O)Nc3ccc4c(c3)OCO4)c2O[C@@H]1CN(C)S(=O)(=O)c1ccccc1 | 3
COc1ccc(NC(=O)N(C)C[C@@H]2Oc3ccc(NC(=O)CCN4CCOCC4)cc3C(=O)N([C@H](C)CO)C[C@H]2C)cc1 | 1
C[C@H](CO)N1C[C@H](C)[C@H](CN(C)Cc2ccc3c(c2)OCO3)Oc2c(cccc2N(C)C)C1=O | -2
CC(=O)Nc1cc(C(=O)NCc2ccccc2)ccc1Sc1ccc(Cl)cc1 | 1
Cc1nc(SCC(=O)N(c2ccccc2)c2ccccc2)n[nH]1 | -7
Cc1csc(-c2cn(C(C)C)c(=O)n(Cc3ccccc3)c2=O)n1 | 52
CCOc1ccc(CCNC(=O)c2ccc3c(=O)n4c(nc3c2)CCCCC4)cc1 | 3
Cc1noc(C)c1NC(=O)N(C)C[C@@H]1Oc2c(NC(=O)c3nc4ccccc4s3)cccc2C(=O)N([C@@H](C)CO)C[C@@H]1C | 2
C[C@H](CO)N1C[C@H](C)[C@@H](CN(C)C(=O)Nc2ccc3c(c2)OCO3)Oc2ccc(NS(=O)(=O)c3cn(C)cn3)cc2C1=O | -3
COc1ccc(-c2coc3c(OC)c(O)ccc3c2=O)cc1 | -1
O=C(O)c1ccc(CSC2CCCCC2)cc1 | -13
CCc1ccc2nc(-c3cccc(OC)c3)cc(C(=O)NCc3ccco3)c2c1 | 3
CC1(C)C=C(c2ccc(C3=CC(C)(C)NC(C)(C)C3)s2)CC(C)(C)N1 | 3
COc1ccc(NC(=O)Nc2ccc3c(c2)CC(=O)N([C@H](C)CO)C[C@H](C)[C@H](CN(C)S(=O)(=O)c2c(C)noc2C)O3)cc1 | -5
CC(C)COc1ccc(/C(=N\O)c2ccccc2)cc1 | -20
C[C@H]1CN([C@@H](C)CO)C(=O)c2cc(NC(=O)C3CC3)ccc2O[C@H]1CN(C)Cc1ccc2c(c1)OCO2 | -3
Cc1csc2nc(SCC(=O)Nc3ccc([N+](=O)[O-])cc3)[nH]c(=O)c12 | ?
O=C(Nc1ccc(Br)cc1)C12CC3CC(CC(C3)C1)C2 | -5
COc1ccc(CN(C)C[C@H]2Oc3c(NS(=O)(=O)c4ccccc4)cccc3C(=O)N([C@@H](C)CO)C[C@H]2C)cc1 | -7
Cc1cccc(C)c1NC(=O)COc1ccc2cc(-c3ccccc3)c(=O)oc2c1 | -12
Cc1ccc(OCC(O)CN2C(=O)NC(C)(C)C2=O)cc1 (centres undefined) | 8
CCOc1ccc(NC(=O)CSc2nnc(-c3ccc(Cl)c(Cl)c3)n2C)cc1 | 72
COc1ccc(CN(C)C[C@@H]2Oc3ccc(NC(=O)C4CC4)cc3C(=O)N([C@H](C)CO)C[C@H]2C)cc1 | -7
C[C@H]1CN([C@@H](C)CO)C(=O)c2cccc(NC(=O)c3ccncc3)c2O[C@H]1CN(C)C | -5
CNC[C@H]1Oc2ccc(NC(=O)Cc3cn(C)c4ccccc34)cc2C(=O)N([C@@H](C)CO)C[C@@H]1C | -12
Cc1occc1C(=O)Nc1cccc(Cn2cccn2)c1 | 1
C[C@H](CO)N1C[C@H](C)[C@H](CN(C)S(=O)(=O)c2ccc(Cl)cc2)Oc2ccc(NC(=O)C3CCCCC3)cc2C1=O | 1
Cc1ccc(S(=O)(=O)Nc2ccc3c(c2)C(=O)N([C@@H](C)CO)C[C@H](C)[C@H](CN(C)Cc2ccc(Oc4ccccc4)cc2)O3)cc1 | 3
COc1ccccc1N1CCN(CCCCNC(=O)c2ccc(-c3ccc(C(C)=O)cc3)cc2)CC1 | 9

Source: PubChem BioAssay

A portion of the library, so the mix of outcomes need not match the whole.
